Fh CTSL1 inh – counter-screen for PFM18AAP inhibitors: inhibitors of F. hepatica cathepsin L1; recombinant F. hepatica cathepsin L1, Z-Leu-Arg-MCA fluorescence; inhibition, % at 5.96 µM; hit rate 0.49% among 300,000; AID 1906;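 active = inhibition above the mean of all tested compounds plus 3 SD, set per screening campaign, cut at about 17% in these data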;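 note: 0% = plate median of test compound wells and 100% = 1 µM Z-Phe-Ala-diazomethylketone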
PP5 inh – inhibitors of human protein phosphatase 5 (PP5); P53041; purified PP5c, OMFP substrate fluorescence; inhibition, % at 6.7 µM; hit rate 0.18% among 320,000;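 active = inhibition above the campaign's mean inhibition across all tested compounds plus 3 SD, cut at about 9.5% in these data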;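 note: 0% = DMSO only and 100% = 100 µM cantharidin control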
HCV core dimer – blocks dimerization of HCV core protein. inhibition, % at 5 µM. hit rate 0.33% among 300,000. AID 1899. TR-FRET GST/Flag-core106 dimerization, 1536-well;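 active = inhibition above the mean of all tested compounds plus 3 SD, set per screening campaign, cut at about 45% in these data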
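System: GST/Flag-tagged HCV core106 proteins. Incubation: compound-protein-antibody incubation 4 h at 22.5 °C. Technique: HTRF with 340 nm excitation, 617/671 nm emission. Medium: KF-containing HEPES buffer, pH 7.45, DTT, CHAPS, BSA. Read-out: inhibition (%) from 671 over 617 nm ratio. Also added: Eu(K)-anti-GST 90 ng/mL plus XL665-anti-Flag 1 µg/mL.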
GRK2 inh – human GRK2 inhibition via aptamer displacement; P25098; bead flow cytometry, FAM-aptamer displacement from GRK2; inhibition of aptamer binding, % at 10 µM; hit rate 0.59% among 330,000;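 active = inhibition of aptamer binding above 40%, roughly 3 SD of noise, on plates passing a quality check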;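 note: median bead fluorescence of bound FAM aptamer so fluorescent compounds give negative values; no value below 0 was filed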
Target sequence (P25098 whole entry, looked up): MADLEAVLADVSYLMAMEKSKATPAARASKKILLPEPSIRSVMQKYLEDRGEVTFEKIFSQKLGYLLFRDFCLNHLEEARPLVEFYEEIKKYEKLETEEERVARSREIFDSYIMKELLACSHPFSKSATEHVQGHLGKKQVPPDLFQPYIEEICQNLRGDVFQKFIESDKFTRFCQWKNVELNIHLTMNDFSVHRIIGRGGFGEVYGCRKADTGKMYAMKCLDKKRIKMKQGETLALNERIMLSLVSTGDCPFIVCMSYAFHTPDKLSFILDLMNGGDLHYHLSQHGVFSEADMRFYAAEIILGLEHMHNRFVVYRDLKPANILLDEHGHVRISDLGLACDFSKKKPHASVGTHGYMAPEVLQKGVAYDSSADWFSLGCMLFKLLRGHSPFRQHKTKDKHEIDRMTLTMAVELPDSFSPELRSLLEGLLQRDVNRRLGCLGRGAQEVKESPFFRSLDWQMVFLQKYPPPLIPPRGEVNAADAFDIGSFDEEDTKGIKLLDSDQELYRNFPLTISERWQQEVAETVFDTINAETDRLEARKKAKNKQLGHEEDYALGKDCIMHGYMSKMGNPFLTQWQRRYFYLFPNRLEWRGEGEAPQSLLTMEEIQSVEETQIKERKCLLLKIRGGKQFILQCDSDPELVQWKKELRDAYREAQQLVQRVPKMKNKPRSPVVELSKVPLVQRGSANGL
procasp7 counter – counter-screen: procaspase-7 (human) activation; activation, % at 8.5 µM; hit rate 0.093% among 330,000; P55210; recombinant procaspase-7, Ac-DEVD-pNA absorbance 405 nm; D23A/D198A/D206A triple mutant, cannot self-cleave; scale: DMSO 0, 5 µM enzyme 100; AID 463210;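 active = percent activation above the screen-wide mean plus 3 SD, cut at about 25% in these data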
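Detection: p-Nitroaniline absorbance at 405 nm, read at 0 and 120 min; system: Uncleavable procaspase-7 mutant enzyme; evaluation: % activation from two-timepoint absorbance difference, scaled to controls; times: 1 h enzyme–compound preincubation and 2 h substrate reaction, both 25 °C; buffer or medium: Zinc-free HEPES pH 7.4 with 300 mM NaCl, 0.01% Triton X-100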
proCasp3 act – procaspase-3 (human) activation | activation, % at 8.5 µM | P42574 | hit rate 0.11% among 330,000 | recombinant procaspase-3 D3A, Ac-DEVD-pNA absorbance 405 nm;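 active = activation above the mean of all tested compounds plus 3 SD, cut at about 21% in these data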;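 note: 0% = DMSO alone and 100% = DMSO wells spiked with extra 5 µM PC-3 D3A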
Target sequence (P42574 whole entry D9A/D28A/D175A): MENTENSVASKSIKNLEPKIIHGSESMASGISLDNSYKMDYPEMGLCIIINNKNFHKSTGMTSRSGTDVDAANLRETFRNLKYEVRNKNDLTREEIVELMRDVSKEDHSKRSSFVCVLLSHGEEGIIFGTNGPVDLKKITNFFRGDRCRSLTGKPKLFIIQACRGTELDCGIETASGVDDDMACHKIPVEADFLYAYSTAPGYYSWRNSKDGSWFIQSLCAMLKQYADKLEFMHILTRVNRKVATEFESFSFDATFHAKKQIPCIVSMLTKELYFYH
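material = Procaspase-3 D3A mutant | probe or stimulus = Ac-DEVD-pNA | compound = single dose, 8.5 µM nominal compound, 0.8% DMSO | timing = 1 h preincubation, 2 h reaction | measured by = 405 nm absorbance of p-nitroaniline, reads at 0 and 120 min | benchmarks = DMSO-only low control, 5 µM PC-3 D3A high control | repeats = singlicate, each compound tested once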
VLA-4 inh – inhibition in a human VLA-4 binding assay | P13612 | VLA-4 expressing cells, ligand binding flow cytometry | inhibition, % (about 7 µM as worked out from the volumes in the protocol) | hit rate 0.2% among 330,000 | AID 2557; in the data active = inhibition above about 50%
JMJD2C inh – inhibitors of human GASC-1 (JMJD2C) demethylase. hit rate 0.069% among 330,000. GST-JMJD2C(1-420) H3K9me3 demethylation, DELFIA europium. AID 2099. inhibition, % at 2.35 µM. Q9H3R0;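 active = more than half of a compound's replicate wells show inhibition beyond 50%, single wells judged on their own value; inconclusive = some, but no more than half, of replicates pass 50% inhibition; inactive = no replicate passes 50% inhibition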;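 note: signal counts dimethyl H3K9 product captured on neutravidin plate; 0% = median of DMSO wells and 100% = 0.3 times that DMSO median; strong numbers were not always called active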
PP1 inh – PP1-alpha (human) inhibition in PP5 counter-screen; inhibition, % at 6.7 µM; hit rate 0.9% among 320,000; purified PP1alpha, OMFP fluorescence;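 active = inhibition above the mean inhibition of all tested compounds plus 3 SD, computed separately for each screening campaign, cut at about 15% in these data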
Numbers without * were called inactive; ? = inconclusive; / = not tested or not shown; & = joins results of further samples.

SMILES	Fh CTSL1 inh	PP5 inh	HCV core dimer	GRK2 inh	procasp7 counter	proCasp3 act	VLA-4 inh	JMJD2C inh	PP1 inh
CCCCn1c(N)c(N(CC(C)C)C(=O)COC(=O)C2(c3ccccc3)CC2)c(=O)[nH]c1=O	2	-1.5	1	4	7	12	-1	-7	-4
CCCc1nnc(NC(=O)CN2C(=O)c3ccccc3C2=O)s1	-1	-1.5	4	2	-15	-4	2	-14	-6
Cc1ccc(Nc2ncc(C(=O)NCCCN3CCN(C)CC3)c3ccccc23)cc1Cl	0	2.3	-4	0	-2	4	20	-6	1
Cn1c(=O)[nH]c(=O)c2c1nc(Br)n2CCCSc1nc2ccccc2o1	-4	1.4	6	1	7	6	5	4	5
COc1ccc(/C=N/S(=O)(=O)c2cccs2)cc1	1	4.7	-3	4	15	4	6	7	-4
c1csc(Cc2nn3c(-c4n[nH]c5c4CCC5)nnc3s2)c1	0	1.2	42	2	3	6	5	5	6
Cc1ccc(S(=O)(=O)CCC(=O)OCC(=O)NCCc2ccc(S(N)(=O)=O)cc2)cc1	/	0.0	/	0	0	-3	3	-5	-2
COc1cc2c(cc1OC)CN(CC(O)c1ccccc1)CC2 (centres undefined)	2	1.9	-13	0	1	5	-8	13	1
CCOC(=O)c1ccccc1NC(=O)CSc1nnc(C(C)C)n1CC	0	2.5	1	2	-1	6	9	-1	0
CCOc1ccc(NC(=O)CN(C)C(=O)c2ccc(OCc3ccccc3)c(OC)c2)cc1OCC	0	3.7	7	0	-5	-5	5	?	-2
CCN1CCN(C(c2ccc(OC)cc2)C(O)C(=O)c2c[nH]c3ccccc23)CC1 (centres undefined)	-2	-0.4	-1	0	12	-6	16	4	-1
Cc1onc(CO)c1C(=O)Nc1nccs1	-3	1.3	-1	1	6	-3	-2	2	-1
CC(C(N)=O)N1C(=O)C2C3C=CC(C3)C2C1=O (centres undefined)	0	-0.8	-1	0	2	-3	2	26	-2
COc1ccccc1NC(=O)COC(=O)CCS(=O)(=O)c1ccc(C)cc1	-60	0.5	1	0	8	-1	3	16	-5
CC(C)(C)c1ccc(C(=O)NC(=S)NCc2cccnc2)cc1	-1	2.2	7	0	-11	-6	15	-17	-1
C[C@H](NS(=O)(=O)c1ccccc1F)C(=O)OCC(=O)Nc1ccc2c(c1)OCCO2	/	/	/	3	10	-6	17	-6	/
CCCCC[C@H](O)/C=C/[C@@H]1[C@@H](C/C=C\CCCC(=O)O)[C@H]2CO[C@@H]1C2	-6	4.8	-1	1	-12	-1	-14	0	-8
Cc1cccc(C)c1NC(=S)N(Cc1ccco1)C1CCN(C(C)C)CC1	-2	0.5	-1	0	6	2	1	-2	-1
CCOc1cc(C(=O)Nc2ccc(NC(C)=O)cc2)ccc1OCC(=O)N1CCCCC1	-1	-0.9	-1	0	1	3	15	13	-1
CCN(CC)S(=O)(=O)c1ccc2c(c1)nc(SCC(=O)NCC1CCCO1)n2CC (centres undefined)	-2	1.4	-2	0	9	-8	4	-28	-2

In another format: results already given
compound,Fh CTSL1 inh,PP5 inh,HCV core dimer,GRK2 inh,procasp7 counter,proCasp3 act,VLA-4 inh,JMJD2C inh,PP1 inh
C[C@H](NS(=O)(=O)c1ccccc1F)C(=O)OCC(=O)Nc1ccc2c(c1)OCCO2,/,/,/,3,10,-6,17,-6,/
CCCCC[C@H](O)/C=C/[C@@H]1[C@@H](C/C=C\CCCC(=O)O)[C@H]2CO[C@@H]1C2,-6,4.8,-1,1,-12,-1,-14,0,-8
Cc1cccc(C)c1NC(=S)N(Cc1ccco1)C1CCN(C(C)C)CC1,-2,0.5,-1,0,6,2,1,-2,-1

Carrying on.
SMILES	Fh CTSL1 inh	PP5 inh	HCV core dimer	GRK2 inh	procasp7 counter	proCasp3 act	VLA-4 inh	JMJD2C inh	PP1 inh
CC(=O)N1CC(=O)N(c2ccccc2)C1=O	0	0.4	2	1	-1	11	10	-12	-1
CCn1nccc1C(=O)Nc1cccc(C)c1C	1	-2.3	2	/	-4	-11	-1	-30	3
CCCCC(=O)NCCc1cc2c(OC)ccc(OC)c2[nH]c1=O	-4	0.0	0	0	1	1	4	12	-2
O=[N+]([O-])c1cccc(S(=O)(=O)NC2CC3CCC2C3)c1 (centres undefined)	0	0.9	-1	0	16	3	2	-46	1
Cc1ccc(OCC(=O)Nc2ccc3c4c(cccc24)CC3)c(C)c1	-1	1.3	3	0	12	11	5	17	-1
O=C(O)CC1(CC(=O)Nc2ccc(Cl)cc2C(=O)c2ccccc2)CCCC1	-5	0.1	0	4	-3	-6	-10	8	-10
Cc1ccccc1NC(=O)NC1(C(=O)N2CCOCC2)CCCCC1	1	-1.4	-4	0	-5	8	-2	-24	2
COc1cc2c(ccc3cc(OC)c(OC)c(O)c32)cc1O	-4	6.4	-5	6	5	4	32	55	-1
Cc1ccc(S(=O)(=O)N(C)c2ccc(OCC(=O)Nc3cccc(-n4cnnn4)c3C)cc2)cc1	0	2.3	2	1	1	-2	1	2	4
O=C(CN1CCN(S(=O)(=O)c2ccc(Cl)cc2)CC1)Nc1ccc2c(c1)OCCO2	-2	2.0	-3	3	-2	-5	-9	0	0
CC(C)(C)NS(=O)(=O)c1ccc(CCC(=O)NCc2ccc3c(c2)OCO3)cc1	0	2.1	-1	1	2	-7	-1	-5	-2
CCC(C)[C@H](NC(=O)NCc1ccc(S(N)(=O)=O)cc1)C(=O)O (some centres undefined)	1	-2.4	-6	1	-4	-6	-4	2	-6
CCSc1nnc(NC(=O)CN(C)S(=O)(=O)c2ccc(F)cc2)s1	-1	0.9	-2	0	-6	-4	0	10	3
COc1ccc(OC)c(NC(=O)CNC(=O)c2cccs2)c1	-1	-0.9	3	2	0	6	2	-5	-1
COc1cccc(-n2nnc3c(=O)n(Cc4ccc(C)cc4)cnc32)c1	-2	1.2	6	0	-3	3	18	6	1
CCOC(=O)N1CCC(NC(=O)c2cc3ccccn3n2)CC1	2	1.6	10	0	0	6	-2	-8	0
CC(C)(C)NC(=O)CN(C(=O)CS(=O)CC(=O)Nc1ccc(F)cc1)c1ccccc1F (centres undefined)	4	0.9	-2	4	9	4	2	16	0
CCOC(=O)c1ccc(-c2ccc(/C=C(\C#N)C(=O)NCC3CCCO3)o2)cc1 (centres undefined)	6	0.2	-6	0	-19	-27	-28	7	-1
O=C1N=C2SCCN2/C1=C\c1ccccc1Cl	1	-2.3	3	0	3	7	2	1	0
CC(C)c1[nH]nc2c1C(C1C=CCCC1)C(C#N)=C(N)O2 (centres undefined)	-3	0.5	4	3	10	-6	18	1	-7
CCCc1cnc(N2CCN(C(=S)NC)CC2)nc1	-3	1.3	-2	1	9	1	9	1	-5
COC(=O)c1ccc(OC(=O)CCN2c3ccccc3Sc3ccccc32)cc1	-2	2.5	-3	0	3	-2	0	1	6
Cc1c(NC(=O)C(C)OC(=O)c2ccccc2O)c(=O)n(-c2ccccc2)n1C (centres undefined)	/	/	/	0	13	6	7	4	/
O=C(C1CCCO1)N1CCC(c2nc3ccccc3[nH]2)CC1 (centres undefined)	-2	0.7	-1	0	0	1	0	2	10
CN(C(=O)NC1CC(=O)N(c2ccc3c(c2)OCCO3)C1)c1ccccc1 (centres undefined)	-3	1.6	-1	0	4	-11	-18	-5	0
CCN(CC(=O)Nc1cccc(OC)c1)c1ncnc2sc(C)c(C)c12	1	1.9	-6	0	3	0	2	10	-3
N#Cc1cccc(NC(=O)COC(=O)c2ccccc2C(=O)c2ccc(Cl)c([N+](=O)[O-])c2)c1	-6	3.6	6	0	-2	-2	7	1	-1
CCCC(C(=O)NC(C)(C)CC)N(CC1CCCO1)C(=O)CNS(=O)(=O)c1ccc(F)cc1 (centres undefined)	-5	3.7	8	5	-5	-6	-6	-7	-6
CCOC(=O)c1cc2sccc2n1CC(=O)N1CCc2ccccc21	3	-2.0	4	1	9	11	11	1	-3
COc1ccc(CNC(=O)C(c2ccc(C)o2)N(C(=O)c2csnn2)c2ccc(C(C)C)cc2)cc1 (centres undefined)	7	2.6	16	2	-8	-1	-8	0	0
O=C1c2ccccc2C(=O)N1OCc1c(F)cccc1Cl	-1	1.2	3	3	5	-5	1	7	4
COc1ccc(Cn2nnnc2C(c2cccs2)N2CCCCCC2)cc1 (centres undefined)	4	-0.1	11	0	-2	-7	6	3	3
Cc1cccc(C)c1OCC(O)CNS(=O)(=O)c1ccccc1C(=O)N1CCCCC1 (centres undefined)	-2	1.9	4	0	4	-4	30	13&-6	-4
O=C(COc1ccc([N+](=O)[O-])cc1)N(Cc1cccs1)C1CCS(=O)(=O)C1 (centres undefined)	0	-0.8	25	1	1	7	3	-4	-4
Cc1[nH]c2ccccc2c1C(=O)COc1ccccc1	0	2.9	1	0	3	-2	1	6	2
Cn1cc([N+](=O)[O-])c(C(=O)Nc2sc3c(c2C#N)CCC3)n1	0	1.4	9	2	4	5	17	-5	2
O=C(CN1CCN(Cc2cccc(Cl)c2)C1=O)NCc1ccccn1	0	-2.8	-2	1	-7	1	-10	-5	-1
CC(=O)c1c(C)[nH]c(C(=O)COC(=O)CCCOc2ccccc2)c1C	-33	-1.1	-1	0	2	-5	15	-2	2
CCOC(=O)C1(CCc2ccccc2)CCN(C(=O)Cc2nonc2C)CC1	-1	-2.2	0	3	-11	1	7	-7	-1
O=C(NCc1cccs1)C1CCN(C(=O)NCc2ccccc2)CC1	4	-0.7	-5	4	1	6	4	-21	-1
Cc1cc(C)n2c(SC(C)C(=O)NC3(C#N)CCCCC3)nnc2n1 (centres undefined)	/	3.2	/	5	-3	0	4	/	-5
COc1ccc(-c2c(C)n([O-])c3c([n+]2=O)CCCCC3)cc1OC	1	-1.9	-3	1	11	0	-5	-10	4
CC(NC1CCCCC1)C(=O)NN=C(c1ccccc1)c1ccccc1 (centres undefined)	1	-1.6	4	0	-6	12	-8	1	8
COC(=O)[C@H](CC(C)C)NC(=O)N1CCCCC1	-3	-3.8	0	0	7	0	10	6	-5
CC(=O)Nc1ccc(NC(=O)C/C(C)=N/NC(=O)c2cccc3ccccc23)cc1	-2	1.7	7	3	11	-1	-1	11	-2
O=C(CCCn1c(=O)c2sccc2n(Cc2cc(=O)n3ccccc3n2)c1=O)NCc1ccco1	2	-0.4	2	0	0	4	33	23	-6
COc1ccc(C=C2C(=O)c3ccccc3C2=O)cc1O	2	3.1	-3	19	7	6	0	8	0
COC(=O)CSc1nnc(CNC(=O)c2ccccc2F)n1-c1ccc(F)cc1	0	0.4	2	1	2	3	-18	4	-1
COc1cc(CNc2ncn[nH]2)cc(Br)c1OC	-2	1.0	2	1	11	5	4	9	1
CCSc1nnc(NC(=O)Cc2cc(OC)c(OC)c(OC)c2)s1	-1	-2.6	-3	0	-2	1	14	-14	-3

Screens deposited in PubChem BioAssay by several laboratories.
